G9a inh: qHTS Assay for Inhibitors of Histone Lysine Methyltransferase G9a; Histone-lysine N-methyltransferase EHMT2 (Homo sapiens), Q96KQ7; G9a H3K9 monomethylation, AlphaScreen, 2 h; Potency, µM (titrated, usually from 102 µM), without a hit: at the top dose activity, negative = inhibition, usual class: inhibitors; 350,000 tested, 8.8% active; AID 504332, 2011; also: potency is read from the fitted curve at half-maximal effect; % is scaled to controls: 0 for no effect and ±100 for the full control effect; nearly all actives have a fitted effect of over 75% in size
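Chemiluminescent proximity detection of H3K9 monomethylation, read after 10 min bead incubation in the dark. Reaction: 20 nM G9a, 500 nM biotin-H3K9 peptide, 20 uM SAM cofactor, 2 h, room temperature, following 15 min enzyme-compound preincubation.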
JMJD2A Tudor: qHTS Assay for Inhibitors of JMJD2A-Tudor Domain; AlphaScreen JMJD2A-Tudor / H3K4me3 peptide binding; 390,000 tested, 4.4% active; AID 504339, 2011; Lysine-specific demethylase 4A (Homo sapiens), O75164; Potency, µM (titrated, usually from 114 µM), without a hit: at the highest dose activity change, negative = inhibition, actives largely listed as inhibitors; also: potency is read from the fitted curve at half-maximal effect; % is scaled to controls: 0 for no effect and ±100 for the full control effect; nearly all actives have a fitted effect of over 50% in size
BAZ2B inh: qHTS Assay for Inhibitors of BAZ2B | AlphaScreen BAZ2B-H3K14Ac peptide displacement | Potency, µM (top dose mostly 114 µM), for the others: at the highest dose activity change, negative = inhibition, most hits filed as inhibitors | Bromodomain adjacent to zinc finger domain protein 2B (Homo sapiens), Q9UIF8 | 360,000 tested, 4.4% active; also: potency is read from the fitted curve at half-maximal effect; % is scaled to controls: 0 for no effect and ±100 for the full control effect; nearly all actives have a fitted effect of over 60% in size
Target sequence (Q9UIF8 whole entry, looked up, the tested form may be a part): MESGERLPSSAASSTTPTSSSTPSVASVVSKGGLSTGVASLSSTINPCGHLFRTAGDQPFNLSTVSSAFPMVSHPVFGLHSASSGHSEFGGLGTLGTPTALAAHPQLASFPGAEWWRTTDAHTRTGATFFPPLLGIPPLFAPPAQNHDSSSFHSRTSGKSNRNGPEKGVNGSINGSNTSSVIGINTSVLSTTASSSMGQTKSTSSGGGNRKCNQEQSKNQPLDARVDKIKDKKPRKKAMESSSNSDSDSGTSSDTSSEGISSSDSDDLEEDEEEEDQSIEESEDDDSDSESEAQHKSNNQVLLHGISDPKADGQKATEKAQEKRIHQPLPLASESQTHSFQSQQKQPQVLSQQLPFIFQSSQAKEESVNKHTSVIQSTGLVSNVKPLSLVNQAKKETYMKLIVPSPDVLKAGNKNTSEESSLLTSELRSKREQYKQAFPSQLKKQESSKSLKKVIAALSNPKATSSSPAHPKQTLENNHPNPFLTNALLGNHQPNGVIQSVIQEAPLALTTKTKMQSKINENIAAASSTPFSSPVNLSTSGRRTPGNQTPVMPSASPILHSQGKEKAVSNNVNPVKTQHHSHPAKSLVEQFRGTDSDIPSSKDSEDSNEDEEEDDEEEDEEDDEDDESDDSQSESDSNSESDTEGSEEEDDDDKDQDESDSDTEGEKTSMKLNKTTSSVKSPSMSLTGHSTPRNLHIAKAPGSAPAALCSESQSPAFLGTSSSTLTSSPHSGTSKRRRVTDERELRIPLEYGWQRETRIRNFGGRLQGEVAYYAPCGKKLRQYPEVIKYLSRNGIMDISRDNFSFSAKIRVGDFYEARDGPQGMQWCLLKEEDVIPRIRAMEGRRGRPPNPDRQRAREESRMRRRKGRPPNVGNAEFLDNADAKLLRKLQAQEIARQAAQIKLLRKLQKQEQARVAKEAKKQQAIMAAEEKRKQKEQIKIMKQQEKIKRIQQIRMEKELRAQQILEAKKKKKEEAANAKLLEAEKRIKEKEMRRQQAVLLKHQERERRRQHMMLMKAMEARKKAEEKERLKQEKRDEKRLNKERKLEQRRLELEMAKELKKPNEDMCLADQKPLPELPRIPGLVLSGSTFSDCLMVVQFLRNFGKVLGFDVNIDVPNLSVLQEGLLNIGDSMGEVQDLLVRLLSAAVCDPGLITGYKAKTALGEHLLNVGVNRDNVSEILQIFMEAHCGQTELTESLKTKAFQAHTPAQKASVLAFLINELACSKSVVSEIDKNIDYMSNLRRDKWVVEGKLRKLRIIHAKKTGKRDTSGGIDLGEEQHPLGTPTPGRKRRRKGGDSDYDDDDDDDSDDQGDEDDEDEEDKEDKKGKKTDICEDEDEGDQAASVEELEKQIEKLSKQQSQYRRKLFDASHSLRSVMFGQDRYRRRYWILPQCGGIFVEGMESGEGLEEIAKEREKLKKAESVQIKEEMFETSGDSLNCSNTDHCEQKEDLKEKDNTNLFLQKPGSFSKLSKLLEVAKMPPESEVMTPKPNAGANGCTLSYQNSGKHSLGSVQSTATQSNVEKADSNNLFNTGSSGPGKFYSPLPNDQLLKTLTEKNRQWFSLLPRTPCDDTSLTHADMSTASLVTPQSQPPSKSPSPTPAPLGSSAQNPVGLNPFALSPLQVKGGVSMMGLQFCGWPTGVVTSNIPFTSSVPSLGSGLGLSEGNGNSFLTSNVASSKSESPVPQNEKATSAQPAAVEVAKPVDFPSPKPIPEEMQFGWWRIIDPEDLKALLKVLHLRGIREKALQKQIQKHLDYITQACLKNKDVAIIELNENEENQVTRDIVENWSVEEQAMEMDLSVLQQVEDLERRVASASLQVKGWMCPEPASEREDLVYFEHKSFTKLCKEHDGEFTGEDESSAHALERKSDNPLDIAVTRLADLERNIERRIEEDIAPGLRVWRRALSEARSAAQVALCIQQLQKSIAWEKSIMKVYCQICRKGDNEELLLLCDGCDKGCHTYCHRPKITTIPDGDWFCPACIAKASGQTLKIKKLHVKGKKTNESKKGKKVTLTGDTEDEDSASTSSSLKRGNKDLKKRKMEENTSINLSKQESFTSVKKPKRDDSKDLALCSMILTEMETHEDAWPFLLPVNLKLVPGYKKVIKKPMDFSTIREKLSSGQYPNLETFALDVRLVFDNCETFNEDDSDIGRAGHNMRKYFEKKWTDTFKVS
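Inhibition is scored as reduced AlphaScreen emission. The BAZ2B/b-H3(5-23)K14Ac complex (50 nM each) in PBS pH 7.4, 0.01% Tween-20 meets compound (up to 110 uM) for 30 min at RT before bead addition.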
RGS4 inh: Inhibitors of Regulator of G Protein Signaling (RGS) 4: qHTS | Regulator of G-protein signaling 4 (Homo sapiens), P49798 | Transcreener GDP fluorescence polarization, RGS4-accelerated GTP hydrolysis | Potency, µM (doses to about 114 µM), for the others: at the top dose activity change, negative = inhibition, most hits filed as inhibitors | 390,000 tested, 0.039% active | AID 504845, 2011; also: potency is read from the fitted curve at half-maximal effect; % is scaled to controls: 0 for no effect and ±100 for the full control effect; nearly all actives have a fitted effect of over 75% in size; some results filed as inactive show a strong effect at the top dose
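MLSMR compounds (23 nl, pin-transferred) preincubated 10 min at room temperature with a 500nM (2x) first reagent, then RGS4 at 900nM (2x) plus Transcreener GDP mix added; fluorescence polarization (620/688 nm) read before and after 90 min at 30 °C.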
PI4K2A inh: qHTS for small molecular inhibitors of PI4K2A | 420,000 tested, 0.13% active | activity change, negative = inhibition, % at 76.9 µM | purified PI4K2A, ADP-Glo luminescence, 1 h; hits give low values; in the data active = activity change below about -50%; inconclusive = mostly about -30% to -49%;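 also: -100% = wells without enzyme as full effect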
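In this quantitative HTS, ADP production by PI4K2A was quantified luminescently after 1 h at ambient temperature; 100 microM adenosine served as plate-quality control.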
ALOX12 inh: Primary qHTS assay for inhibitors of human arachidonate 12S-lipoxygenase (ALOX12): Round 2; Polyunsaturated fatty acid lipoxygenase ALOX12 (Homo sapiens), P18054; purified 12hLO, xylenol orange hydroperoxide absorbance; Potency, µM (doses to about 108 µM), for the others: at the highest dose activity change, negative = inhibition, hits mostly inhibitors; 580,000 tested, 1.1% active; AID 1671190, 2021; also: potency is read from the fitted curve at half-maximal effect; % is scaled to controls: 0 for no effect and ±100 for the full control effect
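Hydroperoxide product was detected by ferrous iron/xylenol orange as the 573 to 405 nm absorbance ratio. Arachidonic acid at 40 uM (final) was turned over for 30 min at room temperature by 150 nM human 12hLO, pH 7.0 Hepes buffer, after 15 min compound preincubation.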
ERG-DNA inh: qHTS for Small Molecule Inhibitors of the ERG Ets/DNA interaction; Transcriptional regulator ERG (Homo sapiens), P11308; fluorescence polarization, His-ERG Ets domain / labelled DNA; Potency, µM (top dose mostly 76.9 µM), for the others: at the top dose FP activity, negative = inhibition, usual class: inhibitors; 370,000 tested, 0.028% active; AID 624246, 2012; active = well fitted inhibition curve with a large enough effect in the polarisation, with a control signal flat; inconclusive = small, poorly fitted or top-dose-only effect, or effect the other way, or a change in a side signal; inactive = no such curve, though single readings can be large or run the other way; the % refers to the polarisation;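 also: polarization taken with two DNA probes labelled with fluorescein and Texas red; potency is read from the fitted curve at half-maximal effect; % of control where 0% means no effect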
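His-tagged ERG Ets domain (1 uM in the protein solution; 300mM KCl, 50mM Tris-HCl, 1mM EDTA, 1mM DTT, pH 7.5) received compound, then a probe mix of 5 nM fluorescein-DNA and 100nM Texas-615-DNA. Fluorescence polarization was read for both dyes.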
GLS inhibitor: qHTS for Inhibitors of Glutaminase (GLS); Glutaminase kidney isoform, mitochondrial (Homo sapiens), O94925; GLS enzymatic activity, qHTS titration; Potency, µM (top dose mostly 45.5 µM), inactives show top-dose activity change, negative = inhibition, most hits filed as inhibitors; 410,000 tested, 0.21% active; also: potency is read from the fitted curve at half-maximal effect; % is scaled to controls: 0 for no effect and ±100 for the full control effect
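hKGA in 45 mM KH2PO4 (pH 8.2), 0.02% Tween-20 with compound, then 1mM L-Glutamine (stock as added) plus glutamate oxidase/HRP/Amplex red coupling mix. Fluorescence read initially and after 30 min at RT; signal change reflects glutamate formation.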
HP1b binding inh: HTS for Inhibitors of HP1-beta Chromodomain Interactions with Methylated Histone Tails. AlphaScreen HP1-beta / biotin-H3K9me3 peptide binding. Potency, µM (highest dose often 114 µM), for the others: at the top dose activity change, negative = inhibition, actives largely listed as inhibitors. 390,000 tested, 0.56% active; also: potency is read from the fitted curve at half-maximal effect; nearly all actives have a fitted effect of over 70% in size; inactives centre near 23
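HP1-beta protein (50 nM final) preincubated 30 min at room temperature with biotinylated H3(1-18)K9me3 peptide (50 nM) in PBS pH 7.4, 0.01% Tween-20, then compound added for 30 min. AlphaScreen streptavidin donor/nickel chelate acceptor beads (10 ug/mL final), 30 min dark, luminescence read.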
An asterisk follows results filed as active; u = inconclusive; x = not tested or not shown; & = joins results of further samples; [ ] = dose if it differs, or a comment. Unless noted, calls follow the shape of the dose curve; as a rule, active = well fitted curve in the direction sought with a large enough effect; inconclusive = small, poorly fitted or top-dose-only effect, or another doubt; inactive = no such curve, though single readings can be large; an effect the other way counts as inactive or inconclusive. Not all compounds are listed, so the mix of outcomes need not match the whole.

no.	SMILES	G9a inh	JMJD2A Tudor	BAZ2B inh	RGS4 inh	PI4K2A inh	ALOX12 inh	ERG-DNA inh	GLS inhibitor	HP1b binding inh
1	Cc1cc(C)cc(N(CC(=O)Nc2ccccc2)C2=NC3CS(=O)(=O)CC3S2)c1 (stereo unspecified)	-34.5%	-9.9%	-12.3%	12.2%	0.9	4.1%	5.7%	0.8%	22.5%
2	CN1CCCN(C(=O)Cc2c(Cl)cccc2Cl)c2nc3ccccc3nc21	-47.4%[2.33 µM]	76.3%[activator]	75.0%[activator]	19.1%	1.4	-14.5%	-6.9%	11.7%	180.1%[activator]
3	CCOc1[nH]n(-c2ccccc2)c(=O)c1C=Nc1ccccc1	20µM*	-23.6%	u	-28.9%	3.3	0.9%	-10.8%	-7.9%	-0.9%
4	CN1CCN(Cc2nc3c(c(=O)n(C)c(=O)n3C)n2Cc2cccc3ccccc23)CC1	-1.7%[12.7 µM]	-10.7%	-1.0%	14.2%	0.1	4.1%	x	-8.3%	28.7%
5	CC(NC(=O)CCSCc1ccccc1F)c1ccccc1 (stereo unspecified)	13.2%	9.5%&-1.5%	8.7%&3.6%	-18.9%&29.5%	0.7&6.6	0.0%&-19.5%	-4.2%&2.1%	-6.8%&5.4%	22.9%&15.3%
6	COc1ccc(-c2cccc(NS(=O)(=O)c3cc(C)c(Cl)cc3C)c2)nn1	7.2%[59 µM]	-29.4%	-11.3%	12.6%	2.1	-18.2%	8.4%	0.2%	3.7%[57 µM]
7	O=C(c1ccc2ccccc2c1)N1CCOCC1	13.7%	-10.8%	-0.7%	-17.7%	-1.3	-4.9%	2.1%	-9.1%	39.3%[activator]
8	Cc1ccccc1NC(=O)C1CCN(c2cnccn2)CC1	-11.1%[59 µM]	-4.5%	-1.4%	3.7%	-0.8	0.0%	8.4%	-1.8%	15.7%
9	COc1cc(C(=O)NCCc2ccccc2)ccc1OCC(=O)N1CCOCC1	-9.5%[12.7 µM]	-19.1%	-2.8%	-1.0%	3.4	24.1%	3.9%	-6.8%	1.5%
10	CNC(=O)C1=C(C)Nc2nc3ccccc3n2C1c1cccc(OC)c1 (stereo unspecified)	u	-2.8%	4.2%	21.7%	2.8	11.0%	6.1%	9.4%	40.0%[activator]
11	COc1ccc(NC(=O)CN2CCN(c3ccccc3F)CC2)c(OC)c1	4.9%[12.7 µM]	-7.9%	-18.5%	9.8%	3.3	-19.2%	-1.8%	-10.3%	21.0%
12	COc1ccc(NC(=O)CCCC(=O)c2ccccc2)cc1	23.7%	-13.8%	1.4%	-20.0%	-0.6	0.0%	5.6%	0.9%	62.4%[activator]
13	O=S(=O)(Nc1cccc(-c2ccc(N3CCCCCC3)nn2)c1)c1ccc(F)cc1	4.8%	u	u	8.2%[11.4 µM]	10.2&0.6	7.2%&-29.5%	-4.3%&4.2%	2.6%&9.6%	39.4%[activator]
14	COc1ccc(-n2cnnc2SCC(=O)Nc2cccnc2Cl)cc1	31.4%	1.7%	-4.9%	-14.2%	-5.6	-1.9%	1.3%	0.3%	47.6%[activator]
15	CCN(C(=O)c1cc2cc(OC)ccc2oc1=O)c1ccccc1	-1.0%[12.7 µM]	-2.2%	-17.5%	22.9%	2.6	-3.1%	-0.8%	2.7%	20.7%
16	CCOC(=O)c1c(NC(=O)c2nn(CC)cc2Br)sc(C)c1C	u	2.6%	16.7%	-19.7%	3.3	-20.1%	0.9%	-2.5%	-1.6%
17	c1ccc(Nc2nc(NCc3ccco3)c3ccccc3n2)cc1	50.1µM*	50.1µM*	u	5.8%	1.3	u	23.0%	1.0%	u
18	CC(=O)c1ccc(NS(=O)(=O)c2ccc(-c3cnc(C4CC4)o3)cc2)cc1	-5.0%	-5.3%&-10.9%	-29.9%	2.2%&-4.3%	9.2&-5.2	u	-3.1%&-2.9%	-1.4%&-3.6%	12.6%&-1.8%
19	O=C(N=Nc1c(O)[nH]c2ccc(Br)cc12)c1cc(-c2cccc3ccccc23)n[nH]1	u	u	-11.0%	-17.7%	-1.7	-1.5%	3.7%	-4.7%	19.6%
20	CCC(=O)NC(=S)Nc1c(C)cc(Br)cc1C	-26.8%	-3.5%	-23.8%	-27.7%	-2.2	-6.2%	7.5%	0.0%	26.2%
21	Cc1noc(C)c1-c1csc(N2CCC(C(N)=O)CC2)n1	5.6%[12.7 µM]	u	-0.6%	-11.7%	-6.3	u	x	6.3%	35.8%
22	Cc1ccc(NC(CC(=O)c2ccccc2)c2ccc(F)cc2)cc1 (stereo unspecified)	-28.8%[59 µM]	u	u	-0.5%	7.2	10.6%	-1.0%	7.4%	0.1%
23	CCCCN(C(=O)c1ccc(S(=O)(=O)N(C)C)cc1)c1nc2ccccc2s1	20.6%[59 µM]	-13.6%	2.7%	-0.7%	-1.2	-0.1%	-7.5%	-0.3%	16.9%
24	O=S(=O)(NCc1csc(-c2cccnc2)n1)c1ccc(F)cc1	-4.8%	-4.5%	-3.0%	-21.2%	-2.6	0.0%	-8.2%	0.2%	44.1%[activator]
25	CC(C)CC1c2[nH]c3ccccc3c2CCN1C(=O)c1cnccn1 (stereo unspecified)	x	-27.8%	-24.8%	31.9%	0.2	-7.1%	-6.8%	-1.2%	6.7%
26	Cc1ccc(N(C(=O)c2ccc3c(c2)OCO3)C2C=CS(=O)(=O)C2)cc1 (stereo unspecified)	-7.0%[59 µM]	-9.9%	7.3%	-3.7%	1.4	-2.2%	x	0.0%	17.5%
27	Cc1ccsc1C(=O)OCC(=O)N1CC(C)CC(C)C1 (stereo unspecified)	x	0.7%	x	0.6%	7.1	u	-11.1%	-3.5%	29.9%
28	O=S(=O)(c1ccc(Cl)cc1)c1nc(-c2cccc(Br)c2)oc1NCc1ccccc1	-36.1%[59 µM]	-24.2%	-26.8%	3.5%	-3.7	u	5.6%	-0.7%	12.0%
29	Cc1cc(C)c(/C=C/c2onc(C)c2S(=O)(=O)N2CCC(C(=O)NCC(C)c3ccccc3)CC2)c(C)c1 (stereo unspecified)	16.6%[59 µM]	-14.7%	-5.9%	18.4%	-2.0	-19.0%	-14.8%	-12.8%	16.2%[57 µM]
30	CC(=O)OCc1nc2sc(C)c(C)c2c(=O)[nH]1	19.7%[59 µM]	-4.1%	7.2%	-18.4%	-4.3	30.5%[activator]	9.1%	-1.2%	70.7%[activator]

(listing goes on)
no.	SMILES	G9a inh	JMJD2A Tudor	BAZ2B inh	RGS4 inh	PI4K2A inh	ALOX12 inh	ERG-DNA inh	GLS inhibitor	HP1b binding inh
31	CSc1cccc(NC(=O)C2CCCN(C(=O)c3cnn(-c4ccc(F)cc4)c3-n3cccc3)C2)c1 (stereo unspecified)	-35.5%[59 µM]	-26.3%	-13.6%	3.1%	-4.6	-29.7%	1.8%	-10.9%	-20.0%
32	CC(=O)Nc1ccc(S(=O)(=O)NC(C)C(=O)NCC(c2ccco2)N2CCCCC2)cc1 (stereo unspecified)	10.4%[59 µM]	3.0%	4.1%	4.7%	1.3	7.9%	-0.1%	-1.1%	39.9%[activator]
33	CCOC(=O)C(C)Oc1ccc(C2NC(=O)NC(C)=C2C(C)=O)cc1Br (stereo unspecified)	-13.2%[59 µM]	-4.1%	4.5%	9.3%	0.3	-2.8%[57.4 µM]	x	1.1%	25.9%
34	Fc1cc(NCc2ccccc2)nc(NCc2ccccc2)n1	0.9%	23.0%	47.8%[activator]	-14.3%	-2.9	-15.5%	7.1%	-10.6%	64.4%[activator]
35	CSc1ccc(S(=O)(=O)NCC(=O)OCC(=O)N(Cc2ccccc2)C(C)C)cc1[N+](=O)[O-]	21.7%[2.33 µM]	-35.4%	-8.1%	10.3%	2.8	2.1%	-3.7%	5.0%	-16.8%
36	CC(C)C(=O)Nc1nc2ccc(S(C)(=O)=O)cc2s1	x	-2.1%	-10.4%	14.9%	-1.0	-1.2%	-3.0%	2.0%	28.5%
37	O=C(CN1C(=O)C2(SCC(=O)N2c2cccc(Cl)c2)c2ccccc21)NCc1ccccc1 (stereo unspecified)	-2.2%[59 µM]	-11.7%	3.2%[57.1 µM]	-20.9%	3.9	-2.1%	-1.9%	0.7%	24.6%
38	COc1ccccc1NC(=O)CCn1c(=O)oc2cc(Cl)ccc21	-16.4%[59 µM]	-9.9%	5.3%	0.4%	1.0	u	-13.1%	-3.0%	27.2%
39	COc1ccc(N2CCN(C(c3cccs3)C(C)NC(=O)c3ccc4c(c3)OCO4)CC2)cc1 (stereo unspecified)	u	-4.1%	-23.5%	-9.6%	3.0	-7.5%	-8.6%	5.6%	26.0%

Screens: PubChem, National Center for Advancing Translational Sciences (NCATS)
